Screens: PubChem BioAssay, National Center for Advancing Translational Sciences (NCATS)
A-T KAP1 phos = candidate therapy for ataxia-telangiectasia. actives 0.19% (n = 320,000). Potency, µM (highest dose often 57.5 µM), for inactives: at the highest dose activation, usual class: activators. […] A-T fibroblasts, KAP-1 phosphorylation AlphaLISA; neocarzinostatin DNA damage 30 min before lysis; also: potency is read from the fitted curve at half-maximal effect; % of control where 0% means no effect; nearly all actives have a fitted effect of over 45% in size
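hTERT-immortalized A-T patient fibroblasts ([…]), 500 cells/well in OPTI-MEM, 1% FBS, got compounds for 60 min, then NCS for 30 min at 37C. Lysates were then assayed for phospho-KAP-1 by AlphaLISA (anti-pKAP1 donor, anti-KAP1 acceptor beads), 6 hr at 25C.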
Mito fusion yeast = blocks mitochondrial division or promotes mitochondrial fusion; S. cerevisiae fusion-defective mutant growth rescue, CellTiterGlo 48 h; AID 485298; actives 0.23% (n = 320,000); Potency, µM (doses to about 46.1 µM), without a hit: top-dose growth rescue (activation), most hits filed as activators;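 also: potency is read from the fitted curve at half-maximal effect; % of control where 0% means no effect; nearly all actives have a fitted effect of over 45% in size; temperature-sensitive fusion mutants such as fzo1-1 at 37 °C on non-fermentable ethanol glycerol medium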
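Luminescent cell viability in 1536-well qHTS format served as the measure of rescued growth in ts fusion-mutant S. cerevisiae cultured on non-fermentable YPEG for 48 hours at 37C.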
MBNL1 CUG block = inhibitors of human MBNL1 binding to CUG repeat RNA; Q9NR56; TR-FRET MBNL1-His/biotin-(CUG)12 binding, 665/545 ratio; Potency, µM (doses to about 57.5 µM), for inactives: at the highest dose activity change, negative = inhibition, most hits filed as inhibitors; actives 0.036% (n = 280,000); AID 2675; active = well fitted inhibition curve with a large enough effect in the signal ratio, with a control signal flat, not every such curve was filed as active; inconclusive = small, poorly fitted or top-dose-only effect, or effect the other way, or a change in a side signal; inactive = no such curve, though single readings can be large or run the other way; the % refers to the signal ratio; also: potency is read from the fitted curve at half-maximal effect; % is scaled to controls: 0 for no effect and ±100 for the full control effect
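TR-FRET readout: Ex 340 nm, 665/545 nm emission ratio, normalized to buffer-only (basal) and MBNL1-(CUG)12 controls. Complex of MBNL1-His with Biotin-(CUG)12, compounds 92 nM–58 uM, incubated 60 min at room temperature.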
MLL CXXC-DNA inh = blocks binding of human MLL CXXC domain to DNA | actives 0.037% (n = 290,000) | MLL-CXXC / FITC-HOXA9 DNA fluorescence polarization | Q03164 | Potency, µM (titrated, usually from 115 µM), for inactives: at the highest dose activity change, negative = inhibition, hits mostly inhibitors; active = well fitted inhibition curve with a large enough effect in the polarisation, with a control signal flat, not every such curve was filed as active; inconclusive = small, poorly fitted or top-dose-only effect, or effect the other way, or a change in a side signal; inactive = no such curve, though single readings can be large or run the other way; the % refers to the polarisation; also: potency is read from the fitted curve at half-maximal effect
Target sequence (Q03164 whole entry, looked up, the tested form may be a part): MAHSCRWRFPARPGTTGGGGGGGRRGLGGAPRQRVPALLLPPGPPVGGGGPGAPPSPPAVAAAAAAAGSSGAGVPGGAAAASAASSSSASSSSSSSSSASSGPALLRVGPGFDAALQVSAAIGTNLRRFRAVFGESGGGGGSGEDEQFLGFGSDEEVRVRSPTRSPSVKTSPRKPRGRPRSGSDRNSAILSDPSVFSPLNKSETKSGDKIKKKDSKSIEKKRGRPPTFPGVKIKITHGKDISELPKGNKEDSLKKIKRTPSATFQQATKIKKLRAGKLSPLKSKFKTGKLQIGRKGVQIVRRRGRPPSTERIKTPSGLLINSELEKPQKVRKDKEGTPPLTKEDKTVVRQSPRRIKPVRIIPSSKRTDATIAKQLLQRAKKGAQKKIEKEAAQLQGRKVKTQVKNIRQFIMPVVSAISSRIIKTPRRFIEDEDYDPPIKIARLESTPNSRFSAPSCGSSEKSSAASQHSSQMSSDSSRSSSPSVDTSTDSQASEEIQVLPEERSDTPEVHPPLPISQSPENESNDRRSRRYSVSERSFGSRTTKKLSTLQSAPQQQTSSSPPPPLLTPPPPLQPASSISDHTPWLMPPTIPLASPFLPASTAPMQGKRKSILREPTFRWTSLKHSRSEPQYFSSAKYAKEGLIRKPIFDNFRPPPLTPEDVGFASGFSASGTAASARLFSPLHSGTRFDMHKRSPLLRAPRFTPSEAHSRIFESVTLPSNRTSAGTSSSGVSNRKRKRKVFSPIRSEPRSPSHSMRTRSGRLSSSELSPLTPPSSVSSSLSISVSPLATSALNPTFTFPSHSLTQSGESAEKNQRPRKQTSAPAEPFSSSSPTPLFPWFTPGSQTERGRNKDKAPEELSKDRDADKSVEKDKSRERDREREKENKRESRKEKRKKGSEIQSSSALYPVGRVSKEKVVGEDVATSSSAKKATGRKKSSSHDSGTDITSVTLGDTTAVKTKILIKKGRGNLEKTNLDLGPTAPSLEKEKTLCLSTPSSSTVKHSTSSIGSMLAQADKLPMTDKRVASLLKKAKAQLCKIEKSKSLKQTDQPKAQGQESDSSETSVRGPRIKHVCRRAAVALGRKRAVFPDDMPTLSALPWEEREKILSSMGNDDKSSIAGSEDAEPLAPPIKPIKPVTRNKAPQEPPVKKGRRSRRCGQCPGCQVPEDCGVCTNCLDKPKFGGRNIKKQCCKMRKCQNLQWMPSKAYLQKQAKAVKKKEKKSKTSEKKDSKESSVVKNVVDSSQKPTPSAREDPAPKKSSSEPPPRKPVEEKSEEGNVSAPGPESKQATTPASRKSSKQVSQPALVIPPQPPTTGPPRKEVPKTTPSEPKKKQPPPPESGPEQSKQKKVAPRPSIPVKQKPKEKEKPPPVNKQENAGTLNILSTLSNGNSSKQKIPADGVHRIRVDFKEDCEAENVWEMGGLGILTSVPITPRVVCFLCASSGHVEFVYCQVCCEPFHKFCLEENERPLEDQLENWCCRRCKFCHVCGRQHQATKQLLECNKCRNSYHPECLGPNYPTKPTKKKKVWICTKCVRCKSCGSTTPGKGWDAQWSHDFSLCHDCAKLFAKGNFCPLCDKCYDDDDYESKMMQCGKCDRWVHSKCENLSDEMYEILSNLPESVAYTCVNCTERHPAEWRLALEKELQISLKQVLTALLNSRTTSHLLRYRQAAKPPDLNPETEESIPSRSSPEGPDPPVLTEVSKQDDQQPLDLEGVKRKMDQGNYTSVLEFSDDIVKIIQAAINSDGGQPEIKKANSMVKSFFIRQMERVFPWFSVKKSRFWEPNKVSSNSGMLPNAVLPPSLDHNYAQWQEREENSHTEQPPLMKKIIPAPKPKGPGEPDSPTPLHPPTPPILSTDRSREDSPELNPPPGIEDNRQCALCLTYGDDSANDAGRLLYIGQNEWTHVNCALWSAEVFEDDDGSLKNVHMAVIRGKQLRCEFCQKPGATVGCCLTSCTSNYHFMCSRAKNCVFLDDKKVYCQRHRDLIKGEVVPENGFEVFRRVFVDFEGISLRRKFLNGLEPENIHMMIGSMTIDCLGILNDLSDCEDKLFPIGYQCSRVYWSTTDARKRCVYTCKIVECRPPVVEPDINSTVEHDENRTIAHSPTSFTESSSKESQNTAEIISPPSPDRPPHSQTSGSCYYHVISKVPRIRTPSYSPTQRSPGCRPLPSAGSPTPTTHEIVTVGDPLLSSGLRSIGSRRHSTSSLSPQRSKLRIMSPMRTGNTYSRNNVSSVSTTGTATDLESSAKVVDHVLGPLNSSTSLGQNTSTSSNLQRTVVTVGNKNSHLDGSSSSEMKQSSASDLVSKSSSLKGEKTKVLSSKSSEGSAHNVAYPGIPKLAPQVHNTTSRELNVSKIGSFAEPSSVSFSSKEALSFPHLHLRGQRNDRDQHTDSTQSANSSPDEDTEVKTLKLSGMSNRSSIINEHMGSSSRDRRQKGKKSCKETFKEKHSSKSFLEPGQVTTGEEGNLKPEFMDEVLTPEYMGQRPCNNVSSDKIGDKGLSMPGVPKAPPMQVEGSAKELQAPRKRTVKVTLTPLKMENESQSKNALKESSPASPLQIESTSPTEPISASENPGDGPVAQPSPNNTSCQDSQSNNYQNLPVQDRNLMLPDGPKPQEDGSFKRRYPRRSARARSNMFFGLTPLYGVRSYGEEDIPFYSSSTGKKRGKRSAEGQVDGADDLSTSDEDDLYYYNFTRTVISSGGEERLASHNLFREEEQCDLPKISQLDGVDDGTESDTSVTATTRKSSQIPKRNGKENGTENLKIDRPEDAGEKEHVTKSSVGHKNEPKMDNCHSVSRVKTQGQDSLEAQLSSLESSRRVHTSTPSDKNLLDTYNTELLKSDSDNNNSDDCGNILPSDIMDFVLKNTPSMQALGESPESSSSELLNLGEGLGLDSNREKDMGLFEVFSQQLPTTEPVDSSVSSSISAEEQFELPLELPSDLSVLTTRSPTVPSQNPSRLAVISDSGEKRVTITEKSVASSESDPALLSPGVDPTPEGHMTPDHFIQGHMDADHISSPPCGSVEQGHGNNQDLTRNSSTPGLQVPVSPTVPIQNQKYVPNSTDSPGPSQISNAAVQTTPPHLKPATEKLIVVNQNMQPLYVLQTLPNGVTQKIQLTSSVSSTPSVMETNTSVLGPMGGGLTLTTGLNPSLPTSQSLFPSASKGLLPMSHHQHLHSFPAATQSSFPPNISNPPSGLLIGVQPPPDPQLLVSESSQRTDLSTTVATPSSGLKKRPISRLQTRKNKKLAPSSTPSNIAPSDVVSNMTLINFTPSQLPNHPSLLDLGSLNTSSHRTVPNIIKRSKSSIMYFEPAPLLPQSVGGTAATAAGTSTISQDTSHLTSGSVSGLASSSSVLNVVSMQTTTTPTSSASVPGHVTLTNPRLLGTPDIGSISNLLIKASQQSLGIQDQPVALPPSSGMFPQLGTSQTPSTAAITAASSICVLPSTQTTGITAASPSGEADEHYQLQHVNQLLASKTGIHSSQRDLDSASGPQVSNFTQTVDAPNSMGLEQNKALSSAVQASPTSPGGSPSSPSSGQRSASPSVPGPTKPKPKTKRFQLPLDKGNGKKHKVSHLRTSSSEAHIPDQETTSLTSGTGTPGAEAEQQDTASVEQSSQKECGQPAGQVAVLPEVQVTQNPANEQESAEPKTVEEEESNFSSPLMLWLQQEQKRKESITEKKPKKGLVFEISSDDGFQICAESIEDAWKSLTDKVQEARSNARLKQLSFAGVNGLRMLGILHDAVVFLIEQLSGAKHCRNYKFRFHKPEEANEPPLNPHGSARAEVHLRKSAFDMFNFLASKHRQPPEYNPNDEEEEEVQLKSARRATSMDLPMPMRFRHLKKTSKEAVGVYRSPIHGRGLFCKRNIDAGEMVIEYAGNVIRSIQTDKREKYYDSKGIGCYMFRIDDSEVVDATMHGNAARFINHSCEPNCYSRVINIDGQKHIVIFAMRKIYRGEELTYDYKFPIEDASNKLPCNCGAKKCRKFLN
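Fluorescence polarization: 7 uM MLL-CXXC (stock) preincubated 5 min with compounds, then 50 nM fluorescein-HOX-A9 DNA (stock) added; 30 min ambient. Buffer 50 mM Tris-HCl pH 7.5, 50 mM NaCl, 1 mM DTT, 0.05% BSA.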
Menin MLL FP TR = inhibitors of human menin-MLL interaction, mutant MLL peptide | O00255 | Menin + Texas Red MLL mutant peptide, fluorescence polarization | Potency, µM (titrated, usually from 61.6 µM), for inactives: at the highest dose FP activity change, negative = inhibition, hits mostly inhibitors | actives 0.23% (n = 270,000) | AID 1768; active = well fitted inhibition curve with a large enough effect in the polarisation, with a control signal flat, not every such curve was filed as active; inconclusive = small, poorly fitted or top-dose-only effect, or effect the other way, or a change in a side signal; inactive = no such curve, though single readings can be large or run the other way; the % refers to the polarisation; also: potency is read from the fitted curve at half-maximal effect; % of control where 0% means no effect; many of its hits are not listed in these tables
TCR act = activators of T cell receptors; primary human leukocytes, anti-CD3, IL-2 HTRF, 48 h; Potency, µM (titrated, usually from 9.22 µM), for inactives: at the highest dose activation of IL-2 secretion, hits mostly activators; 330,000 tested, under 10 active; AID 504894; also: % of control where 0% means no effect
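48 hr co-incubation of compounds, a-CD3 beads and primary human leukocytes; IL-2 quantified homogeneously by HTRF with anti-IL-2 K and d2 conjugates.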
PTAP TSG101 blk = blocks PTAP/TSG101 interaction to inhibit HIV-1 budding | Q99816 | 340,000 tested, under 10 active | Fluorescence polarization, FITC-PTAP peptide / Tsg101 binding | Potency, µM (highest dose often 115 µM), for inactives: top-dose activity change, negative = inhibition, actives largely listed as inhibitors; active = well fitted inhibition curve with a large enough effect in the main read-out, with a control signal flat, not every such curve was filed as active; inconclusive = small, poorly fitted or top-dose-only effect, or effect the other way, or a change in a side signal; inactive = no such curve, though single readings can be large or run the other way; also: potency is read from the fitted curve at half-maximal effect; % of control where 0% means no effect
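FP read-out: FITC-PTAP peptide, 50 nM final, binding Tsg101 binding domain, 10 uM final; 20 min, r.t.; 10 mM HEPES pH 7.5, 0.15 M NaCl, 0.01% Tween 20, 3 mM EDTA, 0.1 mM TCEP.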
Integrin act MD = activators of alpha7 integrin expression for muscular dystrophy | alpha7betagal myoblasts, beta-gal FDG fluorescence, 48 h | AID 624291 | actives 0.064% (n = 350,000) | Potency, µM (titrated, usually from 38.3 µM), without a hit: at the highest dose activation, hits mostly activators;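 also: potency is read from the fitted curve at half-maximal effect; 100% = response of the positive control SU9516; nearly all actives have a fitted effect of over 60% in size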
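Alpha7betagal+/- myoblasts (passage 13) were plated 16-24 hr, then exposed to compounds (1:260 dilution of DMSO stock) for 48 hours at 37C. After MPER lysis, β-galactosidase reporter activity was read as FDG fluorescence (ex 480/em 540) after 30 minutes.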
TSHR antagonist = blocks TSH signaling through the human TSH receptor. P16473. TSHR-expressing cells, TSH-stimulated cAMP HTRF, 2 h; active compounds read low. activity change, negative = inhibition, % at 11.5 µM. actives 0.2% (n = 330,000). AID 504810;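 active = activity change below a set negative limit, meaning inhibition stronger than a set level, cut at about -70% in these data; inconclusive = activity change between two set negative limits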; also: % is scaled to controls: 0 for no effect and ±100 for the full control effect
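Inhibition of cAMP made by TSHR-expressing cells under TSH stimulation (4nM final, EC80; 2 h, 37 deg C) is quantified with a one-step lysis HTRF kit, anti-cAMP cryptate versus cAMP-d2.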
S-ASM inh = human S-ASM enzyme inhibition. AID 504937. P17405. actives 0.006% (n = 340,000). placental ASM, HMU-PC fluorogenic substrate, 60 min. Potency, µM (series often up to 57.5 µM), for inactives: top-dose activity change, negative = inhibition, actives largely listed as inhibitors; also: potency is read from the fitted curve at half-maximal effect
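Human placenta-derived ASM enzyme was preincubated with compound for 10 minutes at room temperature, then given fluorogenic substrate HMU-PC0 (9 uM final) for 60 minutes at 37 °C; a pH 10 stop preceded fluorescence reading at Ex 386/Em 447 nm.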
* marks the source's active call; other numbers are inactive results; ? = inconclusive; / = no result given; [ ] = dose if it differs, or a comment. Unless noted, calls follow the shape of the dose curve; as a rule, active = well fitted curve in the direction sought with a large enough effect; inconclusive = small, poorly fitted or top-dose-only effect, or another doubt; inactive = no such curve, though single readings can be large; an effect the other way counts as inactive or inconclusive. This is a subset. The share of hits here may be higher or lower than overall.

structure	A-T KAP1 phos	Mito fusion yeast	MBNL1 CUG block	MLL CXXC-DNA inh	Menin MLL FP TR	TCR act	PTAP TSG101 blk	Integrin act MD	TSHR antagonist	S-ASM inh
CCOc1ccc(NC(=O)c2cccc(-n3cnnn3)c2)cc1	2%	0%	5%	8%	-11%	-1%	-1%	-11%	1	-1%
CC(Sc1ncn[nH]1)C(=O)NCc1ccccc1 (stereo not drawn)	-3%	3%	-13%	-1%	/	-7%	-1%	23%	-6	4%
O=S(=O)(Cc1ccccc1)N1CCCc2ccccc21	7%	6%	-9%	2%	1%	-4%	-3%	13%	-5	0%
COc1cc2c(cc1NC(=O)COC(=O)c1ccccc1)oc1ccccc12	3%	-3%	-5%	-12%	?	/	/	/	-1	/
CCN(CC)c1cc(C)c2cc(NC(=O)c3cccs3)ccc2n1	-1%	-2%[9.22 µM]	-10%	4%	?	-14%	-1%	-51%[inhibitor]	1	9%
CC1CCN(C(=S)NC(=O)c2ccccc2)CC1	-2%	2%	-2%	0%	-8%	2%	-4%	-16%	0	2%
COc1ccccc1C(=O)NC(=O)COC(=O)Cc1n[nH]c(=O)c2ccccc12	3%	8%	/	/	/	-2%	-3%	38%	/	-2%
CCOC(=O)C(NC(=O)c1ccccc1)(OCc1ccc(F)cc1)C(F)(F)F (stereo not drawn)	2%	5%	-13%	?	-5%	-12%[46.1 µM]	-1%	-24%	-2	1%
CN(C)N1C(=O)CC(C)(c2ccc([N+](=O)[O-])cc2)C1=O (stereo not drawn)	-10%	7%	/	/	/	0%	2%	-29%	14	3%
CCn1nc(C)c(CNC(=O)C2CCC(=O)N(Cc3ccc(Cl)cc3)C2)c1C (stereo not drawn)	17%	1%	-7%	1%	/	0%	1%	-32%	0	/
COc1ccc2c(c1)c(C(=O)N/N=C/c1ccc(OC)c(OC)c1)c(C)n2C	-1%	-3%	40%[activator]	4%	0%	1%[46.1 µM]	-6%	-9%	2	-1%
COc1ccc(/C(C)=N/NC(=O)c2ccccc2OCc2ccccc2)c(OC)c1	-2%	0%	7%	0%	-8%	-3%	-2%	1%	6	-9%
O=C(NC(Cc1ccccc1)C(=O)O)/C(=C/c1cccc(Br)c1)NC(=O)c1ccco1 (stereo not drawn)	4%	10%	7%	-3%	-2%	4%	-1%	-25%	21	9%
O=C(CCc1nc2ccccc2c(=O)[nH]1)OCc1nnc(-c2ccccc2)o1	-5%	-1%	3%	2%	1%	0%	-6%	0%	15	2%
O=c1c2ccccc2[nH]c(=S)n1CCc1ccccc1	3%	1%	/	-1%	10%	5%[46.1 µM]	-2%	20%	-6	2%
COc1ccccc1C(=O)NCCC(=O)N(C)CC(=O)Nc1ccccc1Br	0%	-2%	/	/	/	0%	-1%	-18%	9	2%
N#CC1=C(N)NC(=S)C(C(N)=O)C1c1ccc([N+](=O)[O-])cc1 (stereo not drawn)	-2%	11%	?	?	10%	-14%	0%	18%	-3	0%
COc1c2c(cc3oc(CO[C@@H]4O[C@H](CO)[C@@H](O)[C@H](O)[C@H]4O)cc(=O)c13)O[C@H](C(C)(C)O)C2	12%	/	/	/	/	9%	-1%	34%	1	1%
Cc1c(NC(=O)/C(=C/c2cccs2)NC(=O)c2ccccc2)c(=O)n(-c2ccccc2)n1C	2%	6%	3%	2%	-15%	8%	-2%	14%	4	-3%
COc1cc(/C=C2\SC(=Nc3ccccc3)N(Cc3ccco3)C2=O)ccc1OC(C)C(=O)O (stereo not drawn)	/	-3%	22%	0%	?	-6%[46.1 µM]	-1%	23%	-14	-6%
O=C(NCc1ccccc1)C1=C[C@H](C2CC2)C[C@H](OCc2ccc(CO)cc2)O1	-6%	-5%	-3%	-28%	-21%	-3%	1%	-27%	3	6%
COc1ccc(N2CCc3c(C)nc4c(OC)cccc4c32)cc1	-1%	4%	?	-12%	-15%	3%	-4%	-43%[inhibitor]	-7	60%[activator]
COc1ccc(C)cc1NC(=O)C(=O)NNC(=O)COc1ccc(Cl)cc1	-2%	-13%	1%	6%	13%	-5%	-3%	-37%	11	5%
CC(C)N=C1SC(CC(=O)Nc2ccccc2)C(=O)N1C(C)C (stereo not drawn)	-1%	-12%	1%	13%	0%	-2%	-8%	?	-36	-3%
N#CCC(=O)Nc1ccc(C(=O)OCC(=O)Nc2sc3c(c2C#N)CCCC3)cc1	-3%	-1%	/	/	/	21%	0%	7%	4	-15%
COc1cc(/C=N/O)cc(Br)c1OS(=O)(=O)c1ccc(C)cc1	12%	8%	-1%	8%	?	-1%	-2%	-28%	-37	-9%
COc1ccc(S(=O)(=O)N2CCOCC2)cc1NC(=O)Cc1ccc(Cl)c(Cl)c1	3%	2%	/	6%	7%	2%[46.1 µM]	-3%	0%	9	-13%
CC1=C(C(=O)OC2CCCC(C)C2)C(c2ccccc2)NC(=O)N1 (stereo not drawn)	-2%	29%	-7%	-3%	-19%	/	2%	3%	?	0%
Cc1nn(C)c(Oc2cccc(C(F)(F)F)c2)c1C#N	4%	18%	1%	-7%	4%	-6%	-6%	13%	-6	3%
CC(C)(C)OC(=O)NCCc1nnc(SCC(N)=O)o1	12%	1%	2%	-6%	0%	-3%	-2%	19%[7.66 µM]	4	4%
Cc1cc(/C=C(\C#N)C(=O)N2CCCCC2)cc(C)c1O	-10%	3%	-3%	3%	/	-5%	-3%	?	7	-4%
COc1ccc2c(c1)[nH]c1c(=O)n(CCN3CCCC3)cnc12	1%	0%	1%	5%	?	2%	-3%	23%	-1	3%
O=C(NCCc1cccc(Cl)c1)c1cc2ccccc2oc1=O	-5%	-1%	8%	-14%	3%	2%	1%	21%	-10	3%
Cc1cc(=O)[nH]c(N2CCN(C(=O)c3ccco3)CC2)n1	-4%	2%	-8%	0%	15%	-11%	-2%	36%	0	-2%
O=C(CN1C(=O)CC(c2ccccc2)=Nc2ccccc21)NCc1ccccc1	-2%	6%	-17%	3%	-3%	2%[46.1 µM]	-2%	-24%	-3	-1%
CCOC(=O)CNC(=S)N(CCCN1CCCCC1)Cc1cccs1	-3%	4%	0%	1%	-14%	2%	-3%	17%	2	-6%
CCCCCN(C(=O)NC(=O)Nc1ccccc1C)S(=O)(=O)c1ccccc1	-2%	0%	11%	3%	2%	-6%[46.1 µM]	-3%	-19%	-2	-1%
CC(=O)c1ccc(S(=O)(=O)N2Cc3ccccc3CC2C(=O)O)cc1 (stereo not drawn)	-12%	-2%	10%	-1%	/	-21%	-1%	8%	-3	-5%
COc1cccc(CC2(CO)CCCN(Cc3ccccc3-c3ccco3)C2)c1 (stereo not drawn)	6%	-22%	-12%	14%	?	1%	-10%	-4%	-25	2%
COc1ccc(N(CC(=O)N/N=C/c2cccnc2)S(=O)(=O)c2ccc(C)cc2)cc1OC	-2%	-3%	?	1%	/	3%	2%	0%	9	1%
CN(CC(=O)Nc1ccccc1Cl)C(=O)COC(=O)c1nc(Cl)c(Cl)c(Cl)c1Cl	-13%	-3%	5%	?	?	7%	-6%	-34%	-89*	-5%
COc1ccc(-c2csc(Nc3ccc(C)cn3)n2)cc1	-6%	4%	-11%	-6%	21%	-10%	-3%	3%	9	0%
CC(=O)NCCC(=O)NCC1(N(C)Cc2ccccc2)Cc2ccccc2C1	4%	1%	1%	2%	0%	-1%	-2%	-4%	5	4%
CC(C)CC(=O)Nc1ccc(-c2nc3ccccc3c(=O)[nH]2)cc1	3%	0%	-2%	0%	-14%	5%[46.1 µM]	1%	-16%	0	1%
CCOc1ccc(-n2ccnc(SCC(=O)Nc3cccc(OC)c3)c2=O)cc1	0%	1%	/	/	/	0%	0%	-40%	-30	61%[activator]
CSC1=NC2(CCCCC2)C2=C(CCCC2)N1	2%	-5%	1%	10%	-2%	0%	-4%	?	1	1%
Cc1nc(NCc2ccco2)[nH]c(=O)c1CCC(C)C	-4%	6%	2%	3%	9%	1%	-5%	22%	-5	-1%
CN1CCN(CC(=O)Nc2nc3c(s2)CCCC3)CC1	2%	-6%	-11%	-8%	/	-3%	-1%	0%	6	4%
COc1ccc(CC(=O)Nc2ccc(-c3cn4cccc(C)c4n3)cc2)cc1OC	2%	-1%	-1%	49%[activator]	7%	2%	11%	6%	-4	-1%
